# From PubChem BioAssay
# ALOX12 inh: Primary qHTS assay for inhibitors of human arachidonate 12S-lipoxygenase (ALOX12): Round 2; Polyunsaturated fatty acid lipoxygenase ALOX12 (Homo sapiens), P18054; purified 12hLO, xylenol orange hydroperoxide absorbance; Potency, µM (highest dose often 108 µM), without a hit: at the top dose activity change, negative = inhibition, usual class: inhibitors; 580,000 compounds, 1.1% hits; AID 1671190, 2021; active = well fitted inhibition curve with a large enough effect; inconclusive = small, poorly fitted or top-dose-only effect, or another doubt; inactive = no such curve, though single readings can be large or run the other way
# Target sequence (P18054 whole entry, looked up): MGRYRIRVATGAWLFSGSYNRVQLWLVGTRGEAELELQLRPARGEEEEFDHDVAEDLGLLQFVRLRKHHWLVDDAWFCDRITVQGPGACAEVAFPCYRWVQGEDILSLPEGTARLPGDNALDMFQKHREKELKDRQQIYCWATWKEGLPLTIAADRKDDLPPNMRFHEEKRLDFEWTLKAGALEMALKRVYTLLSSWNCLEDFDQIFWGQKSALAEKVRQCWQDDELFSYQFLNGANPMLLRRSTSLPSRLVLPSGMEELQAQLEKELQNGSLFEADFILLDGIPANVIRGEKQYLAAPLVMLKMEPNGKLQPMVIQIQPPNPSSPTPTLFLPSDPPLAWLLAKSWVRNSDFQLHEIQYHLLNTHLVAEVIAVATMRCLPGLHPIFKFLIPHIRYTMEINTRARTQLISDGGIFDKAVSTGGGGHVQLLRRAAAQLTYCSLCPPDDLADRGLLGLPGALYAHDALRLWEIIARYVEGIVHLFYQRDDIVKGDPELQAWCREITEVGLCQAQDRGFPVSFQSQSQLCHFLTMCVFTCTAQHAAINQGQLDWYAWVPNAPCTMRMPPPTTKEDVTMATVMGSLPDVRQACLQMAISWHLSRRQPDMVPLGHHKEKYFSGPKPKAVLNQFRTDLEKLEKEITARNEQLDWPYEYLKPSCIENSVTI
#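 Purified human 12hLO at 150 nM in 25 mM Hepes, 0.01% Triton X-100, pH 7.0, preincubated 15 min at room temperature with compound. Reaction started with 40 uM arachidonic acid, 30 min at room temperature. Hydroperoxide measured by Fe-xylenol orange, 573/405 nm absorbance ratio.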
# The depositor's hits bear a star; ? = inconclusive; [ ] = remark or other dose. % is set by controls: 0 for no effect and ±100 for the full control effect; potency is the fitted concentration of half-maximal effect.
SMILES,ALOX12 inh
CCOc1ccc(NC(=O)CCc2nc(-c3ccc(C)n(C(C)C)c3=O)no2)cc1,-2%
CCN(CC)c1cc(CCC(=O)NCCc2cccnc2)ccn1,33%
O=C(COC(=O)c1cc2ccccc2[nH]1)c1ccc2ccccc2c1,?
O=c1c2c(n(CCOc3ccccc3)n1-c1ccccc1)CN(Cc1ccc(F)cc1)CC2,?
CC(=O)Nc1nc2c(C)cc(NS(=O)(=O)c3ccc(F)cc3)cc2s1,?
CC(=O)NCCNC(=O)Cc1c(C)[nH]c2ccc(F)cc12,11%
CCc1nc(-c2c3n(c(=O)n(CC(=O)Nc4ccccc4OC)c2=O)CCCC3)no1,5%
Cc1cccc(=O)n1CCC(=O)N1CCn2nc(C(O)C3CC3)cc2C1 (stereo not drawn),-4%
COc1cccc(C2CCCCN2Cc2nc(CCc3ccccc3)no2)c1 (stereo not drawn),-11%
CCN(CCCNC(=O)c1nn(-c2ccc(OC)cc2)c(=O)c2ccccc12)Cc1ccccc1,0%
CNC(=O)c1cc2cc(-c3c(C)noc3C)nc(-c3cnn(C)c3)c2o1,15%[176 µM]
COCCN1C(=O)[C@H]2CN(Cc3ccc(OC)c(OC)c3OC)C[C@H]2C1=O,53%[activator]
COCCNC(=O)[C@H]1C[C@H](Oc2cccnc2)CN1C(=O)NC(C)C,3%
Cc1nc(C)c(C(=O)NCc2cccnc2N(C)C2CCCCC2)s1,0%
Cc1cc2c(c(=O)n(-c3ccccc3)c(=O)n2CC(=O)Nc2cccc(F)c2)n1C,17%
O=C(CN1CCN(CC(=O)NC2CCCCC2)CC1)Nc1ccc(Cl)c(C(F)(F)F)c1,5%
C[C@H]1[C@@H]2[C@@H](O)C([C@H](C)C(=O)NCc3ccc(F)cc3)CC[C@@]2(C)CC[C@@H]1NC(=O)c1cnccn1 (stereo partly drawn),-14%
COc1ccc(CN2CC3(CCN(C(=O)Nc4ccc(C)c(C)c4)CC3)C2=O)cc1,-6%
CC/C=C/CC(=O)N1CCC2(CCN(Cc3cccnc3)CC2)C(CO)C1 (stereo not drawn),50%[activator]
C[C@@H]1[C@H](C)CC[C@]2(C(=O)O)CC[C@]3(C)C(=CC[C@@H]4[C@@]5(C)CC[C@H](O)C(C)(C)[C@H]5CC[C@]43C)[C@@H]12,?
COC(=O)c1cc(NC(=O)N2CCc3[nH]cnc3C2c2ccc(Cl)cc2)ccc1Cl (stereo not drawn),41%
CC(=O)C1=C(C)N(C2CCCCC2)C(=O)C1(NC(=O)c1ccc(C(C)(C)C)cc1)C(F)(F)F (stereo not drawn),-7%
CC(NC(=O)C1CC(c2ccccc2)CN(C(=O)c2ccc(F)cc2)C1)c1ccccc1 (stereo not drawn),-2%
CC(C)(C)c1nc(C(=O)NCCc2ccc(Cl)cc2)n2ccccc12,0%[6.33 µM]
COC(=O)c1c(C)[nH]c(-c2ccccc2F)c1C1C(=O)Nc2ccccc21 (stereo not drawn),?
CCn1nc(C)c(CNC(=O)C(c2ccc(F)cc2)N(C)C)c1C (stereo not drawn),45%[activator]
COc1cccc2cc(C(=O)NCCOc3cccc(C)c3)c(=O)oc12,-6%
Cc1ccsc1C(=O)NCCSC1CCCC1,?
CCOc1ccc(NC(=O)N2CCc3cc(OC)c(OC)cc3C2CNC(=O)C2CC2)cc1 (stereo not drawn),44%[activator]
CC(C)N1CCN(C2CCN(c3ccc4c(c3)CCC4)CC2)CC1CCO (stereo not drawn),0%
O=C(c1ccc(F)cc1)N1CCn2c(nn(-c3ccc([N+](=O)[O-])cc3)c2=O)C1,3%
O=C([C@H]1C[C@@H](F)CN1S(=O)(=O)c1ccccc1F)N1CCOCC1,29%
CCc1ccc(Nc2c3c(nc4ccccc24)CCC3)cc1,?
CCCCCCNC(=O)CCc1c(C)c2ccc(C)cc2oc1=O,35%[activator]
Cc1ccccc1S(=O)(=O)Cc1ccc(C(=O)NCCN(C)C)o1,?
Cc1cccc(N2CCN(C(=O)c3noc(-c4ccc5c(c4)OCO5)n3)CC2)c1C,18%
Cc1ccc(-c2ccccc2)nc1C,16%
Cc1ccccc1NC(=O)COC(=O)COc1ccccc1,4%
O=C(Nc1ccc(Br)cc1)C1C2C3CCC(C3)C12 (stereo not drawn),-3%
COCC(=O)N1CCc2nc(-c3ccccc3)nc(-c3ccc(Cl)cc3)c2C1,38%[activator]
O=C(Nc1cccc(-c2nnc3n2CCCC3)c1)c1ccccc1Cl,53%[activator]
Cc1nonc1CC(=O)N1CCc2ncnc(N3CC=CC3)c2CC1,28%
Cc1nnc(NC(=O)CCc2ccc(-c3ccccc3)o2)s1,13%
CC(=O)OC1CCC23CC1(C)CCC2C(C)(C)CC3OC(C)=O (stereo not drawn),0%
COc1ccc(NC(=O)c2ccco2)cc1NC(=O)c1cccc(C)c1,-11%
COc1cccc(C(=O)N2CCC[C@H]2c2nc(-c3ccccc3Cl)no2)c1,?
O=C1CCN(S(=O)(=O)c2ccccc2)CCCC(C(=O)NCCc2ccccn2)CCN1 (stereo not drawn),0%
CCc1cccc(C)c1NC(=O)Cc1c[nH]c2ccccc12,?
Cc1ccc2c(C)nc(NC3=NC(C(=O)Nc4ccc(Br)cc4)CC(=O)N3)nc2c1 (stereo not drawn),?
COC(=O)N(C)Cc1ccccc1C(F)(F)F,10%[176 µM]

# Overlap with the part before: 7 entries, followed by the next part.
SMILES,ALOX12 inh
CC(=O)OC1CCC23CC1(C)CCC2C(C)(C)CC3OC(C)=O (stereo not drawn),0%
COc1ccc(NC(=O)c2ccco2)cc1NC(=O)c1cccc(C)c1,-11%
COc1cccc(C(=O)N2CCC[C@H]2c2nc(-c3ccccc3Cl)no2)c1,?
O=C1CCN(S(=O)(=O)c2ccccc2)CCCC(C(=O)NCCc2ccccn2)CCN1 (stereo not drawn),0%
CCc1cccc(C)c1NC(=O)Cc1c[nH]c2ccccc12,?
Cc1ccc2c(C)nc(NC3=NC(C(=O)Nc4ccc(Br)cc4)CC(=O)N3)nc2c1 (stereo not drawn),?
COC(=O)N(C)Cc1ccccc1C(F)(F)F,10%[176 µM]
CCOc1cccc(CN2C[C@@H]3C(=O)N(Cc4ccc5c(c4)OCO5)C(=O)[C@@H]3C2)c1,-17%
O=C(Cc1ccc(CO)cc1)N1CCOC(C(F)(F)F)C1 (stereo not drawn),62%[activator]
COC(=O)c1cc2c(c3c4cc(OC)ccc4n(S(=O)(=O)c4cccc(C)c4)c13)C(=O)N(C)C2,-10%
O=C(CCc1cc2n(n1)CCN(C(=O)c1ccc[nH]1)C2)N1CCOCC1,46%[activator]
CCOc1ccccc1-c1noc(CSc2nnc(C)n2-c2cccc(C)c2)n1,6%
CCn1cc(C(=O)N2CCC(C3CCN(C(=O)NC)CC3)C2)cn1 (stereo not drawn),?
Cc1ccoc1C(=O)N1CC[C@@H]2CN(S(C)(=O)=O)[C@@H]2C1,41%[activator]
Cc1nc(CCNS(=O)(=O)c2c(C)nn(C)c2C)no1,-5%
S=C(NC1CCCCC1)c1ccccc1,32µM*
CCCCNC(=O)CC(c1cccc2c1OCO2)c1c[nH]c2c(CC)cccc12 (stereo not drawn),?
CC(=O)N1Cc2ccccc2CC2(CCCN(Cc3ccccn3)C2)C1 (stereo not drawn),9%[6.33 µM]
O=C(CC[C@@H]1CNC(=O)[C@@H]2C[C@H](NCc3ccccc3)CN12)NCc1ccccc1,21%[176 µM]
N[C@H]1CC[C@@]23CCCN2C(=O)CCC[C@H]3[C@H]1Cc1ccccc1,28%
CCN1CCCC12Cc1ccccc1CN(C(C)=O)C2 (stereo not drawn),1%[12.5 µM]
O=C(c1ccc(C2CCCNC2)cc1)N1CCC(N2CCCC2)CC1 (stereo not drawn),0%
CC(=O)Nc1ccccc1-c1nc(CNC(=O)c2ccc(F)c(F)c2)c(C)o1,9%
O=C(CCc1nc2ccccc2[nH]1)N1C[C@@H](CO)[C@H](c2ccncc2)C1,32%
CCCCC(CC)C(=O)Nc1cccc(CC)c1 (stereo not drawn),9%
Cc1ccc(-c2csc(-c3ccccc3)n2)cc1C,33%[activator]
COC(=O)[C@]12C[C@H](CC(=O)NCc3cccc(C(F)(F)F)c3)C(=O)N(Cc3ccc4c(c3)OCO4)C1=C[C@H](C(C)(C)C)O[C@@H]2C,-7%

# Among those listed so far, these contain two or more sulfur atoms.
SMILES,ALOX12 inh
CC(=O)Nc1nc2c(C)cc(NS(=O)(=O)c3ccc(F)cc3)cc2s1,?
Cc1ccsc1C(=O)NCCSC1CCCC1,?

# The results go on:
SMILES,ALOX12 inh
O=S(=O)(NCC1(COc2cnccn2)C[C@@H](O)[C@@H](O)C1)c1ccc(F)cc1 (stereo partly drawn),?
CCN(Cc1cn(Cc2ccccc2)nn1)S(=O)(=O)c1ccccc1Br,16%
C/C(=N\Nc1ccc(Br)cc1)c1ccc2c(c1)Cc1ccccc1-2,10µM*
O=C(c1ccccn1)N1CCN(C(=O)c2nnn3c2COC(c2ccc(Cl)cc2)C3)CC1 (stereo not drawn),-9%
Brc1ccc(-c2noc(-c3cnccn3)n2)cc1,-29%
CSc1nnc(NC(=O)c2cc(=O)c3ccccc3o2)s1,?
CCNC(=O)[C@@H]1C[C@H](N)CN1S(=O)(=O)c1ccc2ccccc2c1,12%
O=C(NCc1ccncc1)C1CCc2nc(N3CCN(C(=O)C4CCC4)CC3)sc2C1 (stereo not drawn),?
Cc1ccc(C(=O)N2CCC3(CC(Cc4ccccc4)=NO3)C2)cc1 (stereo not drawn),1%[176 µM]
O=C(Cc1ccc(F)cc1)NC1CCN(c2ccc(F)cc2)C1=O (stereo not drawn),-2%
COCC(=O)NC1CCC12CCN(C(=O)NCc1ccc(C)cc1)CC2 (stereo not drawn),53%
Cn1nc(C(=O)OCc2nc(-c3ccc(Cl)cc3)no2)c2ccccc21,?
COc1ccc2cnoc(=O)c2c1OC,7%
CC(C)(C)c1ccc(C(=O)NCCNC(=O)c2nc3ccccc3c(=O)[nH]2)cc1,?
O=C(NCc1nc(-c2ccccc2)no1)c1cc2cc(Br)ccc2o1,?
COc1cc(C=O)cc(Br)c1OC(=O)c1ccc(C)cc1,?
CC(C)CN1CCC(NC(=O)N(C)Cc2ccc(C(F)(F)F)cc2)CC1,-39%
Brc1ccc(-c2noc(-c3ccccc3)n2)cc1,-4%
COc1ccc(CN2CCC3(CC2)CC(O)CCO3)c(OC)c1 (stereo not drawn),13%
Cc1noc(C)c1CC(=O)N1CCC(OCCOc2ccc(F)cc2)CC1,14%
CCc1nc(-c2c3n(c(=O)n(CC(=O)Nc4ccc(C)cc4Cl)c2=O)CCCC3)no1,10%
O=C1CC(c2ccccc2)N(C(=O)c2ccco2)CCCCCCN1 (stereo not drawn),9%
O=C(CC1CCOCC1)NCCc1ccccn1,3%
COc1cc2cc(C(=O)NCC(=O)Nc3ncc(C)s3)n(C)c2c(OC)c1OC,-14%
CC1(c2ccccc2)N(Cc2ncccn2)C(=O)OC12CCN(Cc1ccc(F)cc1)CC2 (stereo not drawn),-3%
Cc1ccc(S(=O)(=O)N2CCC(n3cnnc3C(C)C)CC2)cc1F,11%
C=CCn1c(SCc2coc(-c3ccc(C)cc3C)n2)nnc1C1CCS(=O)(=O)C1 (stereo not drawn),-67%
CCOc1ccc(-c2nc(Cn3nnc(C(=O)Nc4cccc(Cl)c4)c3N)c(C)o2)cc1OC,4%
Cc1cc(OC(=O)c2ccccc2F)cc(OC(=O)c2ccccc2F)c1,-19%
O=C(N[C@@H](C(=O)NCc1cccnc1)c1ccccc1)C(c1ccccc1)c1ccccc1,-17%
CCOC(=O)c1c(NC(=O)c2ccoc2C)sc2c1CCCCC2,-7%
CC1(C(=O)NCCN2CCCCC2)CCCCC(=O)N1 (stereo not drawn),25%
O=C(Cc1cccc(F)c1)NCCc1noc(-c2cccnc2)n1,45%
CC(CNC(=O)CCc1ccc2c(c1)CN(S(C)(=O)=O)CCO2)c1ccccc1 (stereo not drawn),1%
COc1ccccc1CNC(=O)C1CCCN(S(=O)(=O)c2cc(-c3noc(C)n3)ccc2C)C1 (stereo not drawn),-12%
CSCCC(NS(=O)(=O)c1ccc2c(c1)oc(=O)n2C)C(=O)Nc1ccc(C)c(F)c1 (stereo not drawn),-4%
CN1CC2(CCN(C3CCN(Cc4ccccc4)CC3)CC2)CC1C(=O)N1CCOCC1 (stereo not drawn),52%
CN1CCCC1c1nc(C2CN(C(=O)c3cccn3C)C2)no1 (stereo not drawn),12%
CC(=O)N1CCC(C2CCN(Cc3cccc(F)c3F)C2)CC1 (stereo not drawn),9%
Cc1ccc(-c2[nH]c3ccccc3c2C=O)c(C)c1,?
CCC[C@@H](/C=C/C(=O)OCC)NC(=O)C(F)(F)F,-16%

# The list is partial; the hit share may differ from the screen's.
